sgs1 mgt1 = NCI yeast anticancer drug screen, S. cerevisiae sgs1 mgt1 strain; growth inhibition, % at 50 µM; hit rate 10% among 78,000;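 note: 0% = growth of vehicle-only cultures of the same strain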
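Read-out: growth inhibition vs vehicle controls. Cells: mutant yeast strain deficient in DNA damage repair.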
rad50 = NCI yeast anticancer drug screen, S. cerevisiae rad50 strain | growth inhibition, % at 50 µM | hit rate 10% among 79,000;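 note: 0% = growth of vehicle-only cultures of the same strain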
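A DNA repair-deficient yeast mutant serves as the test organism; compound-induced growth inhibition is calculated against vehicle-treated cells.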
yeast mec2-1 = NCI yeast anticancer drug screen, S. cerevisiae mec2-1 strain. growth inhibition, % at 50 µM. hit rate 9% among 79,000;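 note: 0% = growth of vehicle-only cultures of the same strain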
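Mutant yeast (mec2-1) grown with compound; growth inhibition relative to vehicle control reported.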
yeast cln2 rad14 = NCI yeast anticancer drug screen, S. cerevisiae cln2 rad14 strain; hit rate 8.3% among 78,000; % growth inhibition at 50 µM; AID 165;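 note: 0% = growth of vehicle-only cultures of the same strain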
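Readout is yeast growth inhibition versus vehicle-treated controls, using a strain with cln2 and rad14 alterations exposed to compound.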
yeast mlh1 rad18 = NCI yeast anticancer drug screen, S. cerevisiae mlh1 rad18 strain; growth inhibition, % at 50 µM; hit rate 11% among 79,000; AID 175;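 note: 0% = growth of vehicle-only cultures of the same strain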
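Compound-treated yeast growth, normalised to vehicle controls. Strain bears defined DNA repair mutations.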
yeast bub3 = NCI yeast anticancer drug screen, S. cerevisiae bub3 mutant strain. growth inhibition, % at 50 µM. AID 167. hit rate 9.9% among 78,000;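 note: 0% = growth of vehicle-only cultures of the same strain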
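Steps: expose the mutant yeast strain to compound; grow alongside vehicle-treated cultures; measure growth; express inhibition against the vehicle cultures.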
Numbers without * were called inactive; · = not tested or not shown; & = joins results of further samples; ! = repeats disagree. Cut-off read from the data, not from the text of the source: active = growth inhibition above about 70%; inactive = the rest. Rows are unselected. About 13% of those tested had a hit in this group.

SMILES	sgs1 mgt1	rad50	yeast mec2-1	yeast cln2 rad14	yeast mlh1 rad18	yeast bub3
OC(c1ccccc1)C1CC2C=CC1C2 (stereo not given)	3.8	10.4	3.9	3.0	2.6	-2.0
CCc1cccc(CC)c1N=Nc1c(N)nc(N)[nH]c1=O	39.8	-4.8	-32.0	-21.0	-11.7	-19.8
O=Cc1cc2c(s1)C(=O)c1sccc1C2=O	89.0*	88.8*	91.8*	91.7*	90.3*	90.0*
Clc1ccc(C2SCc3nc4ccccc4n32)c(Cl)c1 (stereo not given)	99.2*	99.0*	99.1*	97.9*	71.9*	98.7*
Cc1c(COC(=O)NC(C)C)c(COC(=O)NC(C)C)c2n1CS(=O)(=O)C2	-3.2	-16.2	6.5	7.3	6.3	-5.7
COC(=O)C(Cc1ccccc1)NP(=O)(O)OCC1OC(n2cc(I)c(=O)[nH]c2=O)CC1O (stereo not given)	-15.2	-11.8	-2.6	-10.5	0.8	-10.1
CC1COC(=O)O1 (stereo not given)	6.0	-4.8	-2.4	15.2	15.8	-2.0
CCOC(=O)c1cnc(SC)nc1Nc1ccc(OC)cc1	7.3	47.4	8.6	9.6	50.1	21.2
CC(=O)O[C@@H]1C[C@]2(C)[C@@H](C(C)=O)CC[C@H]2[C@@H]2CCC3=CC(=O)CC[C@]3(C)[C@H]21	-23.0	-7.5	-8.2	11.4	13.2	-10.4
COC(=O)CNC(=O)C(Cc1ccccc1)NC(=O)C(Cc1ccccc1)NC(=O)OC(C)(C)C (stereo not given)	-1.0	-3.6	-4.8	2.0	5.5	-5.5
CN(C)C(=O)c1ccccc1SC(=S)NCc1ccccc1	95.8*	98.1*	91.3*	95.3*	96.6*	88.2*
Cc1ccc(Nc2nc(NS(=O)(=O)c3cc(C)c(Cl)cc3S)n(C)n2)cc1	-29.7	-15.1	-33.5	-7.1	-21.8	-32.9
C=CCNC(=O)NNC(O)(C(=O)OCC)C(F)(F)F (stereo not given)	-28.6	-1.6	10.6	-18.1	-8.8	5.0
Cc1ccc(NC(=O)N(CCO)CCO)cc1NC(=O)N(CCO)CCO	-3.0	-0.8	-11.3	5.7	-26.6	-16.1
CC1=C2C(C)CC3OC(=O)C(C)C3C(O)C2CC1=O (stereo not given)	1.2	5.8	-7.5	-40.8	-5.8	-8.0

Profiles as entered above:
Entry for Cc1ccc(NC(=O)N(CCO)CCO)cc1NC(=O)N(CCO)CCO → sgs1 mgt1 = -3.0; rad50 = -0.8; yeast mec2-1 = -11.3; yeast cln2 rad14 = 5.7; yeast mlh1 rad18 = -26.6; yeast bub3 = -16.1
Entry for CC1COC(=O)O1 (stereo not given) → sgs1 mgt1 = 6.0; rad50 = -4.8; yeast mec2-1 = -2.4; yeast cln2 rad14 = 15.2; yeast mlh1 rad18 = 15.8; yeast bub3 = -2.0
Entry for CCOC(=O)c1cnc(SC)nc1Nc1ccc(OC)cc1 → sgs1 mgt1 = 7.3; rad50 = 47.4; yeast mec2-1 = 8.6; yeast cln2 rad14 = 9.6; yeast mlh1 rad18 = 50.1; yeast bub3 = 21.2

Additional entries:
SMILES	sgs1 mgt1	rad50	yeast mec2-1	yeast cln2 rad14	yeast mlh1 rad18	yeast bub3
CCCCCCCCCC1OCCCO1	12.2	-14.3	0.1	-0.1	-16.3	-4.5
Nc1nc(Cl)c(C=O)c(NCC2(CO)CC(CCc3ccccc3)C2)n1 (stereo not given)	-32.8	15.4	9.9	-2.2	·	-22.0
CCOc1ccccc1C1=CCCCCC1	-9.0	-0.7	-5.0	-24.6	1.3	-10.0
Cc1cccc2c(C(=O)CBr)cc(-c3ccc(Cl)cc3)nc12	95.2*	95.7*	95.3*	85.8*	95.5*	95.0*
Fc1ccc2c(c1)Nc1cc(F)cc(F)c1S2	65.7	2.7	-2.0	2.8	21.5	40.8
COc1ccc2c(c1)C(N)=C(c1ccccc1OC)C2=O	5.0	-8.4	3.9	-8.2	-38.5	-7.4
Cc1nc(N)nc(N)c1N1CCN(c2ccc(C(=O)NC(CCC(=O)O)C(=O)O)cc2)CC1 (stereo not given)	-9.7	-9.8	-9.9	11.9	-47.6	-15.4
CC1CC2(CCC1OCc1ccccc1)OCCO2 (stereo not given)	-2.3	0.2	-6.8	2.2	-1.7	13.3
O=C1CSC(c2ccc([N+](=O)[O-])cc2)N1c1nc(-c2ccc3c(c2)CCCC3)cs1 (stereo not given)	21.1	32.1	2.9	9.3	31.5	1.0
NC(=O)Cc1ccc2c(c1)[nH]c1ccccc12	-10.2	13.7	4.7	-29.0	18.1	1.2
Cc1c(N)nc(C2CC(=O)N2CC(N)C(N)=O)nc1C(=O)NC(C(=O)NC(C)C(O)C(C)C(=O)NC(C(=O)NCCc1nc(-c2nc(C(=O)NCCCNC3CCCC3)cs2)cs1)C(C)O)C(OC1OC(CO)C(O)C(O)C1OC1OC(CO)C(O)C(OC(N)=O)C1O)c1cnc[nH]1 (stereo not given)	93.5*	92.2*	93.3*	88.3*	92.0*	93.5*
NS(=O)(=O)c1ccc(NC(=O)CC(=O)c2ccccc2)cc1	-36.0	-57.4	-32.7	0.3	-38.0	-25.6
OCc1ccc2ccccc2c1	3.1	5.7	-18.4	-11.4	6.1	-10.6
COC(=O)c1ccccc1/C=C1\Cc2ccc3c(c2C1=O)CCCC3	-18.9	-30.9	-52.6	-7.4	-25.2	5.6
CCOC(CN=CC1CCC=CO1)OCC (stereo not given)	2.9	10.9	-5.3	-1.6	6.7	-1.5

Next part; the last 2 above are carried over.
SMILES	sgs1 mgt1	rad50	yeast mec2-1	yeast cln2 rad14	yeast mlh1 rad18	yeast bub3
COC(=O)c1ccccc1/C=C1\Cc2ccc3c(c2C1=O)CCCC3	-18.9	-30.9	-52.6	-7.4	-25.2	5.6
CCOC(CN=CC1CCC=CO1)OCC (stereo not given)	2.9	10.9	-5.3	-1.6	6.7	-1.5
COC(=O)c1cc(C=C(C)C)[nH]c(=O)c1C#N	-16.8	-15.2	-7.0	-26.6	-11.2	17.4
Cc1cc(C(N)=S)no1	5.0	5.0	-7.3	-13.6	1.9	10.8
CCNC(=S)SCCC(=O)O	21.6	1.2	-2.3	8.8	4.6	2.5
CNC(=O)C(C)C	3.2	12.9	24.4	-36.9	11.9	12.1
CC(C)c1ccc(/C=N\N=C\c2ccc(C(C)C)cc2)cc1	-12.1	-3.1	-9.0	-4.0	0.1	2.2
CCCCCCCC(=O)NNCc1ccccc1	15.6	-16.1	33.2	3.4	6.9	15.9
Cn1c(=O)c2[nH]c(C3COCCO3)nc2n(C)c1=O (stereo not given)	7.1	0.6	-14.6	-6.3	-1.3	3.9
Cc1cc(=O)oc2c(CNC(C(=O)O)C(C)C)c(O)ccc12 (stereo not given)	-19.7	5.0	-15.9	7.5	-6.4	-16.8
Cc1cc(N(CCC#N)CCC#N)ccc1/C(N=Nc1ccc(Cl)cc1)=N\NC(=O)c1cc(Cl)ccc1O	-31.1	-16.6	-16.1	-20.2	-59.5	-29.6
COc1ccc2c(c1)[n+]([O-])c(/C(C)=N/NC(=O)c1ccccc1O)c(C)[n+]2[O-]	9.4	16.2	-3.9	-106.0	0.7	-3.4
CCN(CC)Cc1cc(Nc2c3ccccc3nc3c2[nH]c2ccccc23)cc(CN(CC)CC)c1O	-10.1	17.8	21.3	66.0	-11.6	-10.2
COC(=O)/N=C(/N)SC	-2.7	7.8	17.5	9.2	2.4	16.4
CCCC(C)NC(C)=O (stereo not given)	-3.9	-11.4	-1.4	18.1	3.1	5.6
COC(=O)N1CCCCC1	-22.9	11.9	13.1	-4.8	8.8	14.5
COc1ccc(Cc2cc3c(cc2OCCO)OCO3)cc1	7.4	-2.9	-8.3	1.2	6.5	13.3
CCCCCCCCOP(=O)(O)OP(=O)(O)OCC1OC(n2ccc(N)nc2=O)C(O)C1O (stereo not given)	-0.8	8.4	-21.8	-0.5	-3.5	-34.5
CCCOc1cc(C)c(C(=O)OC(C)CN2CCCC2)c(C)c1 (stereo not given)	15.8	3.5	-22.4	-43.7	-20.4	-2.1
CNc1nc(C(F)(F)F)nc(Cl)c1N	13.4	10.0	2.5	-8.0	7.4	15.3
CCCc1c(O)c(=O)c2c(OC)cc(OC)c3c4c(OC)cc(OC)c5c(=O)c(O)c(CCC)c(c1c23)c54	81.3*	86.1*	89.4*	84.5*	89.0*	75.8*
CCn1c(=O)c(C(=O)O)c(Cl)c2cc3c(cc21)OCO3	17.5	10.3	9.0	18.9	38.2	6.2
CCC1=CCN(c2cc(C)ccn2)OC1c1ccccc1 (stereo not given)	54.6	58.2	2.6	51.0	40.9	52.1
COC(=O)CCC(NC(=O)C(CCC(=O)OC)NC(=O)C(CCC(=O)OC)NC(=O)C(CCC(=O)OC)NC(=O)C(CCC(=O)OC)NC(=O)C(Cc1ccc([N+](=O)[O-])cc1)NC(=O)C(CCC(=O)OC)NC(=O)C(CCC(=O)OC)NC(=O)C(CCC(=O)OC)NC(=O)C(CCC(=O)OC)NC(=O)C(CCC(=O)OC)NC(C)=O)C(N)=O (stereo not given)	-18.4	-13.1	-18.7	2.0	-15.2	-14.3
COc1cc(OC(C)C)cc2c1C(=O)C(C(O)(O)C(F)(F)F)=CC2=O	47.7	72.4*	85.5*	81.2*	92.8*	82.9*
Cc1ccc(/C=N/NC(N)=S)nn1	-8.2	3.5	2.2	-67.4	5.4	2.5
O=C1CCC(c2n[nH]c(=S)o2)N1Cc1ccccc1 (stereo not given)	7.5	34.0	-14.1	-11.7	8.9	-1.1
CCOC(=O)C(NC(C)=O)(Nc1ccc(S(N)(=O)=O)cc1)C(F)(F)F (stereo not given)	4.0	-16.2	1.6	27.6	-28.9	7.7
Cc1cc(N=Nc2ccc(C(=O)O)cc2)c(N)cc1N	-7.1	-34.5	-5.5	-21.4	-7.5	9.7
CC1=Nc2c(ccc3c2C(=O)c2ccccc2C3=O)NC(c2ccncc2)C1 (stereo not given)	47.6	31.1	5.0	17.6	12.4	0.3
C[CH2][Ge]([CH2]C)[CH2]C.C[CH2][Ge]([CH2]C)[CH2]C	-2.5	6.5	0.3	-25.4	-3.0	0.9
CNC(=O)N(C)Cc1ccccc1	2.8	12.7	-12.8	-98.7	-11.2	-13.6
COC(=O)C(C(=O)C(=O)Nc1nc(=S)[nH][nH]1)c1csc(N)n1 (stereo not given)	-13.7	-5.7	-13.3	15.7	-4.8	-21.4
O=C(O)c1cc(Br)cc(Br)c1O	0.9	25.3	6.9	-6.5	30.6	-12.3
NC(CSCSCC(N)C(=O)O)C(=O)O (stereo not given)	-27.9	-41.8	-34.6	-5.3	-34.8	-26.6
COc1ccc(/C=C\c2cc(OC)c(OC)c(OC)c2)cc1OC	-17.7	5.2	9.1	3.0	12.0	-13.1
Cc1cccc(NC(=O)NCCOC(=O)OCCNC(=O)Nc2cccc(C)c2C)c1C	-1.5	-24.1	-1.8	-24.6	24.0	-3.8
O=[N+]([O-])c1ccc(O)c(C=NCCCN=Cc2cc([N+](=O)[O-])ccc2O)c1	-5.0	0.7	8.0	-7.0	-11.3	9.0
ClCc1nc2ccccc2c2ccccc12	55.9	73.8*	20.8	-28.2	83.5*	61.1
CC(C)OC(CCC#N)c1ccccc1 (stereo not given)	-33.3	-20.1	-48.6	-8.3	-34.1	-32.9
CC1CCCc2c1c1ccc3c(O)cccc3c1oc2=O (stereo not given)	-15.4	-10.0	-4.2	16.9	-18.9	-6.0
CSCCC(NS(=O)(=O)Cc1ccccc1)C(=O)NNc1ccccc1 (stereo not given)	63.3&55.9	72.0*!	41.2&30.7	40.1&56.4	76.8*	73.8*!
CN(C)c1cccc(C(=O)O)c1	3.9	0.5	2.6	-25.1	2.5	-5.7
CC/C=C\C(C)(C)C	4.3	-17.6	-22.0	10.7	1.6	-5.3
CC(C)CNC1=NCC(C)S1 (stereo not given)	16.6	26.5	-2.2	9.8	12.9	10.7
O=[N+]([O-])c1ccccc1N1CCCCC1	14.9	23.9	7.0	25.6	27.2	-4.0
Nc1ccc(S(=O)(=O)Nc2ncc(Cl)cn2)cc1	-4.3	-12.4	10.9	-40.7	-7.7	6.0
O=C(O)c1cc(O)[nH]c(=O)c1	-22.6	-12.0	-105.1	-48.5	-16.2	-26.0
CC(O)C(NC(=O)CN)C(=O)O (stereo not given)	2.4	-7.0	-14.2	6.6	-12.8	-4.4
[N-]=[N+]=Nc1ccc(NCCCCCC(=O)ON2C(=O)CCC2=O)c([N+](=O)[O-])c1	77.7*	72.0*	9.2	19.4	67.0	4.7

Quoted from the listing.
sgs1 mgt1 result of Cc1cccc(NC(=O)NCCOC(=O)OCCNC(=O)Nc2cccc(C)c2C)c1C = -1.5
rad50 result of [N-]=[N+]=Nc1ccc(NCCCCCC(=O)ON2C(=O)CCC2=O)c([N+](=O)[O-])c1 = 72.0*

Compound activity as filed in PubChem BioAssay.
